M5 ag – agonists of human muscarinic M5 receptor (CHRM5); 0.19% of 360,000 active; activation, % at 3 µM; P08912; AID 624037; CHO-K1 hM5 cells, Fluo-8 calcium fluorescence; 0% DMSO wells, 100% maximal acetylcholine response;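 active = activation above the run's mean over test compounds plus 3 SD, cut at about 23% in these data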;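 note: signal is peak over basal fluorescence ratio across the kinetic read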
M4 antag – antagonists of human muscarinic M4 receptor (CHRM4); P08173; CHO-hM4 cells, ACh EC80, Fluo-8 calcium fluorescence; inhibition, % at 3 µM; 0.73% of 360,000 active;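 active = inhibition above its plate's cutoff, the mean inhibition of sample wells plus 3 SD, cut at about 27% in these data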;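 note: 0% = acetylcholine EC80 with DMSO and 100% = DMSO without agonist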
Target sequence (P08173 whole entry, looked up): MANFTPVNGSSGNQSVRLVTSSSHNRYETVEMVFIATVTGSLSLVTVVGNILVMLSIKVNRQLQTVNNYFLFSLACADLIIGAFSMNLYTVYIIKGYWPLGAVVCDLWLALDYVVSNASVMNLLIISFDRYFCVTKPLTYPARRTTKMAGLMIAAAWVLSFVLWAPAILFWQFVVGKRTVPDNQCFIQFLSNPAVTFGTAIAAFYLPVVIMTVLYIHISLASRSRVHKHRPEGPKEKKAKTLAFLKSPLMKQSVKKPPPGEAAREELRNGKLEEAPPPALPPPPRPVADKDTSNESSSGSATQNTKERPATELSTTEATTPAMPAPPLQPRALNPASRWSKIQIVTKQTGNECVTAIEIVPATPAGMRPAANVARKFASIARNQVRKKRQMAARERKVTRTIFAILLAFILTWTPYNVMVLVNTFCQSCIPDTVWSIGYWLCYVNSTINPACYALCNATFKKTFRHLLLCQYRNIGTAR
CHRM5 PAM – potentiates acetylcholine response at human M5 receptor | AID 624038 | CHO-K1 hM5, Fluo-8 calcium, ACh EC20 PAM; 0% = ACh EC20, 100% = ACh EC100 | 0.3% of 360,000 active | activation, % at 3 µM | P08912;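 active = activation above the run cutoff, the mean activation of all test compounds plus 3 SD, cut at about 18% in these data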
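Assay system – human M5 receptor in CHO-K1 cells · Read-out – % activation, ACh-normalized · Technique – Fluo-8 calcium fluorescence · Dosing – single-point, 3 µM nominal · Incubation – Fluo-8 loading 80 min at 37 °C plus 30 min room temperature · Repeats – singlicate, one well per test compound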
M4 ag – agonists of human muscarinic M4 receptor (CHRM4) | CHO-K1 hM4/Gqi5, Fluo-8 calcium fluorescence; vehicle 0%, full acetylcholine response 100% | activation, % at 3 µM | 0.14% of 360,000 active | AID 624127;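 active = activation above the run mean over all test wells plus 3 SD, cut at about 32% in these data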;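 note: peak over basal fluorescence ratio per well then scaled between controls; 0% = DMSO wells and 100% = acetylcholine at EC100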
CHRM1 agonist – activates human CHRM1 receptor; CHO-K1 hM1, Fluo-8 calcium fluorescence, agonist mode; 0% DMSO, 100% acetylcholine EC100; P11229; 0.33% of 360,000 active; activation, % at 3 µM;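 active = activation above the run's mean compound activation plus 3 SD, cut at about 16% in these data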;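 note: peak over basal fluorescence ratio within a 140 s kinetic read after compound addition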
TAAR1 ag – human TAAR1 agonism; activation, % at 3 µM; 0.99% of 360,000 active; CHO RD-HGA16 TAAR1, Fluo-8 calcium fluorescence; vehicle wells 0%, saturating PEA agonist 100%;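 active = activation above the mean activation of all test compounds in the run plus 3 SD, cut at about 38% in these data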
Target sequence (Q96RJ0 whole entry, looked up): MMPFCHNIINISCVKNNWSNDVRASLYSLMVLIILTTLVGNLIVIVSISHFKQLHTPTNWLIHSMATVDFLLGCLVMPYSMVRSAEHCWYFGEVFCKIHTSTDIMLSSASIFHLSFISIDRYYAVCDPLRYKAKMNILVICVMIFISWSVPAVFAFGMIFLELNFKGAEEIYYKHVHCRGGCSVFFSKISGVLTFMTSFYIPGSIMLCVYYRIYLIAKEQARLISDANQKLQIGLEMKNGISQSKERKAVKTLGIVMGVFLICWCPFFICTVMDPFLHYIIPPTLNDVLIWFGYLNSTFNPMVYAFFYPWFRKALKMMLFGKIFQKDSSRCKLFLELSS
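System: CHO RD-HGA16 cells carrying human TAAR1 plus Gα16; Incubation: 17-24 h seeding, 75 min 37 °C dye, 30 min RT; Measured by: Fluo-8 fluorescence, 5 s baseline then 140 s kinetic read; Control set: DMSO and PEA EC100; Replication: single well for each compound.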
CHRM1 antagonist – antagonists of human M1 muscarinic receptor. inhibition, % at 3 µM. CHO-K1 hM1, Fluo-8 calcium fluorescence, ACh EC80 antagonist. 1.3% of 360,000 active;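 active = percent inhibition above its own plate's cutoff, namely the mean of that plate's compound wells plus 3 SD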;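 note: peak over basal fluorescence ratio during 140 s after agonist addition; 0% = ACh EC80 plus DMSO and 100% = DMSO alone without agonist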
CHRM1 PAM – human CHRM1 positive allosteric modulation. 0.088% of 360,000 active. P11229. CHO-K1 hM1, Fluo-8 calcium fluorescence, ACh EC20; 0% = ACh EC20, 100% = maximal ACh. activation, % at 3 µM; in the data active = activation above about 19%, passing the limit was not always enough
M5 antag – antagonists of human muscarinic M5 receptor (CHRM5). P08912. CHO-hM5 cells, Fluo-8 calcium fluorescence, ACh EC80. inhibition, % at 3 µM. 0.59% of 360,000 active. AID 624040;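 active = inhibition above a per-plate cutoff, the mean of that plate's test compounds plus 3 SD, cut at about 27% in these data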;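 note: 0% = acetylcholine EC80 with DMSO and 100% = DMSO without agonist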
* marks the source's active call; other numbers are inactive results; . = no result given. An excerpt; count on the stated rates, not on these rows.

SMILES | M5 ag | M4 antag | CHRM5 PAM | M4 ag | CHRM1 agonist | TAAR1 ag | CHRM1 antagonist | CHRM1 PAM | M5 antag
O=C(OCc1ccco1)c1cccnc1 | -2 | -5 | -3 | 0 | -4 | 2 | 3 | 0 | -6
Cc1cc(C)cc(NC(=O)C2CCCN(c3nccc(C)n3)C2)c1 (stereo not drawn) | -2 | 0 | -6 | -1 | -10 | . | -7 | 4 | -3
COc1ccc(S(=O)(=O)NC2CC3CCC2C3)cc1 (stereo not drawn) | -1 | -2 | 2 | 1 | -1 | 4 | -21 | 20 | 0
CCOc1ccccc1N(CC(=O)Nc1cccc(OC)c1)S(=O)(=O)c1ccccc1 | -8 | -6 | -3 | 8 | -4 | 1 | -11 | 4 | 7
CCN(c1ccccc1)S(=O)(=O)c1cccc(C(=O)NCc2ccccc2CN2CCOCC2)c1 | -4 | -9 | -2 | 10 | -5 | 6 | -2 | -4 | 4
Cc1ccc(C)c(C2C(=O)c3ccccc3C2=O)c1 | -3 | -3 | 7 | 0 | -4 | -2 | -6 | 6 | -4
CCN(CC)C(=O)Nc1ccc(C(=O)OC)cc1 | -2 | 0 | 8 | 0 | -3 | 16 | -15 | 9 | -8
CC(=O)Nc1cccc(NC(=O)c2cc([N+](=O)[O-])ccc2N2CCCCC2)c1 | -4 | 2 | -6 | 3 | -3 | 1 | 5 | -2 | 5
COC(=O)c1ccccc1NC(=O)CCCn1nc([N+](=O)[O-])cc1C | 2 | -6 | 11 | 1 | -3 | -1 | -18 | 9 | -7
CC(=O)NN1C(=O)c2ccccc2NC1c1cccc([N+](=O)[O-])c1 (stereo not drawn) | -4 | 6 | -3 | 0 | -1 | -1 | -17 | 11 | 5
COC(=O)[C@]1(C)N[C@H](CN(C)S(=O)(=O)c2ccc(C)cc2)[C@@H]2C(=O)N(Cc3ccccc3)C(=O)[C@@H]21 | 0 | -9 | -5 | 0 | -4 | 0 | -1 | -1 | 3
COCCN1C(=O)C(=O)/C(=C(/O)c2cccc(OC)c2)C1c1ccc(C)o1 (stereo not drawn) | -2 | -1 | -1 | 1 | -1 | 5 | -1 | 4 | 2
Cc1cc(C)nc(SCCS(=O)(=O)Cc2ccc(Cl)cc2)n1 | -1 | 11 | 5 | 0 | -2 | 1 | -22 | 15 | 0
COc1ccccc1C(=O)ON=C1c2ccccc2-c2ccccc21 | -5 | -5 | -5 | 0 | -8 | -1 | -10 | 11 | 2
CC(=O)N1CCN(C(=O)COC(=O)/C=C/c2ccc(C(F)(F)F)cc2)CC1 | 8 | -19 | -5 | 8 | 3 | 3 | 2 | 1 | 4
CCn1cc(C(=O)N[C@@H](CCSC)C(=O)NC(C)(C)CO)c(=O)c2cc3c(cc21)OCO3 | -3 | -7 | -4 | 1 | -7 | 2 | -8 | 4 | 7
CCOC(=O)[C@@H]1[C@H]2COc3ccc(Br)cc3[C@@H]2N2C(=O)N(c3ccc(Br)cc3)C(=O)[C@@]12C | -1 | 6 | -6 | 1 | -4 | 5 | -11 | 6 | 19
Cc1cccc(NC(=O)CN2CCN(C(=O)c3cc(C4CC4)nn3-c3ccccc3)CC2)c1C | 2 | -15 | -6 | 0 | -1 | 2 | -10 | 12 | 8
COc1ccc(C(CNC(=O)C(C)Oc2ccc(Br)cc2)N2CCCC2)cc1 (stereo not drawn) | -8 | -2 | 1 | 2 | -5 | 1 | -16 | 3 | 3
CSc1nsc(SC)c1C(N)=O | -2 | -2 | 3 | 0 | -1 | 0 | 10 | 1 | 10
CC(=O)/C=C(\C)Nc1ccc(-c2cnc(-c3ccccc3)o2)cc1 | -1 | 1 | 2 | 0 | -3 | -2 | -5 | 2 | 3
O=[N+]([O-])c1ccc(O)c(C=Nc2ccc3c(c2)OCCO3)c1 | 1 | 1 | 6 | 2 | -7 | 2 | -8 | 12 | -9
CSCCC(NC(=O)c1ccc([N+](=O)[O-])cc1Cl)C(=O)OCC(=O)NCC(F)(F)F (stereo not drawn) | -2 | 5 | 4 | 0 | -1 | 0 | -7 | 4 | -8
O=C(Cc1ccc(S(=O)(=O)N2CCOCC2)s1)Nc1ccc(Br)c(C(F)(F)F)c1 | 9 | 13 | -5 | 18 | 4 | 21 | 22 | -9 | 12
C/C(=N\NC(=O)c1c(Cl)cnn1C)c1cccc(NC(=O)c2ccc(C)cc2)c1 | -3 | -6 | 2 | 2 | -2 | 1 | -24 | 3 | -4
Cc1ccc(C)c(N2CCN(C(=O)Cc3cn(C)c4ccccc34)CC2)c1 | 2 | 3 | 0 | 1 | -2 | 4 | -1 | 4 | -3
CCOC(=O)CCCCCC(=O)Nc1ccc2c(c1)C(=O)N([C@H](C)CO)C[C@H](C)[C@@H](CN(C)C(=O)Nc1ccccc1)OCCCC[C@@H](C)O2 | -3 | -10 | -4 | -1 | -11 | -1 | -21 | 7 | 1
Cc1cccc(NC(=O)c2sc3nc(-c4ccc(F)cc4)cn3c2C)n1 | -7 | 0 | -18 | 4 | -4 | 9 | 9 | 0 | 32*
CCn1cc(C(=O)NC(C)C2CC3CCC2C3)cn1 (stereo not drawn) | -1 | 12 | -4 | 1 | -3 | 2 | -3 | -1 | 3
COC(=O)c1ccccc1NC(=O)CN(c1ccc(OC)cc1)S(C)(=O)=O | 0 | 10 | -6 | 1 | -4 | 2 | 3 | 1 | 0
CC1c2cc3c(cc2CCN1C(=O)c1ccc(Br)cc1)OCCCO3 (stereo not drawn) | -3 | 16 | -4 | 3 | -6 | -2 | 22 | -21 | 8
COc1ccc(-n2c(SCC(=O)NCc3cccs3)nnc2-c2ccoc2C)cc1 | -9 | 11 | 5 | 0 | -7 | 4 | -33 | 3 | 0
COc1ccccc1C(=O)NC(=S)Nc1ccc(N2CCOCC2)cc1 | 0 | -7 | 4 | 3 | -5 | 0 | -3 | 0 | -8
Cc1ccc2c(c1)c1nnc(SCC(=O)N3CCN(c4ccc(F)cc4)CC3)nc1n2CC(=O)O | -5 | 0 | -5 | 0 | -9 | 2 | -4 | 2 | 6
CC(=O)c1c(C(C)=O)c(C)n(Cc2ccc(Cl)cc2)c1C | -1 | -7 | -30 | 15 | 2 | 3 | 8 | -9 | 8
CCc1ccc(OCC(=O)NC(=S)Nc2ccc(S(=O)(=O)NC3CCCCC3)cc2)cc1 | -4 | 5 | -5 | 2 | 0 | 5 | 7 | 2 | 1
CC(C)n1cc(CN2CCCC(CO)(Cc3cccc(Cl)c3)C2)cn1 (stereo not drawn) | -8 | 1 | 1 | 0 | -7 | 1 | -14 | 7 | 3
O=C(NCC1CCCO1)C(=Cc1cccc([N+](=O)[O-])c1)C(=O)NCC1CCCO1 (stereo not drawn) | -1 | 0 | -1 | 1 | -3 | 0 | -5 | 3 | -8
CCC(Sc1nc2ccccc2c(=O)[nH]1)C(=O)O (stereo not drawn) | 0 | -6 | -2 | 0 | -2 | 14 | -1 | 6 | 3
CS(=O)(=O)N(CCc1ccccc1)CC(=O)Nc1ccc(Br)cc1F | 0 | -12 | -1 | 7 | -5 | 2 | -10 | 10 | 5
O=[N+]([O-])c1ccccc1CCc1ccccc1[N+](=O)[O-] | -2 | -7 | -2 | -1 | -2 | 34 | 7 | 8 | 13
CCCC(=O)Nc1nnc(CCN2CCCCC2)s1 | -5 | 4 | 3 | 0 | -5 | 7 | -1 | 3 | -1
O=C(Nc1cccc(NC(=O)c2ccccc2Cl)c1)c1ccc([N+](=O)[O-])o1 | 4 | 14 | -16 | 24 | -2 | 17 | 17 | -18 | 19
Cc1cc(S(=O)(=O)N2CCN(c3ccccc3C)CC2)ccc1F | -4 | 9 | -7 | -2 | -4 | 17 | -11 | -3 | 4
COc1ccc(N(CC(=O)O)S(C)(=O)=O)cc1OC | -2 | 3 | 5 | 1 | 0 | 16 | 10 | -2 | -10
O=C(O)CC(Cc1ccccc1)(C(=O)O)c1ccccc1 (stereo not drawn) | 2 | 3 | -5 | 0 | -1 | 1 | -10 | 2 | 9
Cn1nc(C(=O)NCC(=O)Nc2ccc(F)c(F)c2F)c2ccccc2c1=O | 2 | -1 | -1 | 1 | -3 | 1 | 5 | -1 | 14
CCOc1ccc(NC(=O)C2CCCN(S(C)(=O)=O)C2)cc1 (stereo not drawn) | -2 | -2 | 3 | 0 | 4 | 5 | -23 | 16 | -2

Part of the list above in another layout.
| structure | M5 ag | M4 antag | CHRM5 PAM | M4 ag | CHRM1 agonist | TAAR1 ag | CHRM1 antagonist | CHRM1 PAM | M5 antag |
| --- | --- | --- | --- | --- | --- | --- | --- | --- | --- |
| Cc1cc(S(=O)(=O)N2CCN(c3ccccc3C)CC2)ccc1F | -4 | 9 | -7 | -2 | -4 | 17 | -11 | -3 | 4 |
| COc1ccc(N(CC(=O)O)S(C)(=O)=O)cc1OC | -2 | 3 | 5 | 1 | 0 | 16 | 10 | -2 | -10 |
| O=C(O)CC(Cc1ccccc1)(C(=O)O)c1ccccc1 (stereo not drawn) | 2 | 3 | -5 | 0 | -1 | 1 | -10 | 2 | 9 |

Other results follow.
SMILES | M5 ag | M4 antag | CHRM5 PAM | M4 ag | CHRM1 agonist | TAAR1 ag | CHRM1 antagonist | CHRM1 PAM | M5 antag
CCc1cccc(NS(=O)(=O)c2c(C)nc3sc(CC)nn3c2=O)c1 | -2 | 29* | -23 | 7 | -9 | 3 | 73* | -29 | 30*
Cc1cc(C)n(CC(C)NC(=O)c2cc(COc3c(F)cccc3F)on2)n1 (stereo not drawn) | -1 | -9 | 1 | 4 | -7 | 10 | -16 | 5 | -5
O=C(CSc1ncn(-c2ccccc2)n1)Nc1nc2c(s1)CCCC2 | -2 | 2 | -4 | 1 | -7 | 6 | -5 | 0 | -10
COc1ccc2cc(C(=O)C3CCCN(C(=O)c4cnccn4)C3)ccc2c1 (stereo not drawn) | 2 | 8 | -4 | 2 | -2 | 1 | 6 | -2 | 4
CCOC(=O)N1CCN(S(=O)(=O)c2ccc(Br)cc2)CC1 | 1 | -6 | -2 | 1 | -2 | -1 | -11 | 2 | -7
CCCc1cc(-n2cnc3ccccc32)n2c(nc3ccccc32)c1C#N | -2 | 0 | -4 | 1 | -3 | 3 | -1 | 1 | 2
Cc1ccc(NC(=O)C2CCCN(S(=O)(=O)c3c(C)noc3C)C2)nc1 (stereo not drawn) | 1 | 6 | 0 | 1 | -1 | 0 | 2 | -7 | 2
O=C(Oc1ccccc1N1CCOCC1)c1ccccc1 | -4 | -15 | -1 | 1 | -3 | 1 | -11 | 5 | 11
CCc1ccccc1NC(=O)c1cc(C2CC2)on1 | 0 | -10 | -6 | 0 | -5 | 3 | -5 | 0 | -3
O=C(Nc1cccc2ccccc12)c1ccccc1NS(=O)(=O)c1cccc2cccnc12 | 1 | 4 | -4 | 0 | -3 | 2 | -11 | -3 | -1
CCN(CC)CCN(C(=O)c1ccc(C(=O)c2ccccc2)cc1)c1nc2c(OC)cccc2s1 | -6 | -2 | -2 | 2 | -6 | 5 | -5 | 1 | -4

Fetched by compound from the entries so far:
SMILES | M5 ag | M4 antag | CHRM5 PAM | M4 ag | CHRM1 agonist | TAAR1 ag | CHRM1 antagonist | CHRM1 PAM | M5 antag
O=C(CSc1ncn(-c2ccccc2)n1)Nc1nc2c(s1)CCCC2 | -2 | 2 | -4 | 1 | -7 | 6 | -5 | 0 | -10
Cc1cc(C)n(CC(C)NC(=O)c2cc(COc3c(F)cccc3F)on2)n1 (stereo not drawn) | -1 | -9 | 1 | 4 | -7 | 10 | -16 | 5 | -5
